Bioassay records from PubChem.
12-LOX inh = ALOX12 (human) lipoxygenase inhibition | P18054 | purified 12hLO, xylenol orange hydroperoxide absorbance | Potency, µM (highest dose often 108 µM), without a hit: at the highest dose activity change, negative = inhibition, most hits filed as inhibitors | 580,000 compounds, 1.1% hits; active = well fitted inhibition curve with a large enough effect; inconclusive = small, poorly fitted or top-dose-only effect, or another doubt; inactive = no such curve, though single readings can be large or run the other way
Target sequence (P18054 whole entry, looked up): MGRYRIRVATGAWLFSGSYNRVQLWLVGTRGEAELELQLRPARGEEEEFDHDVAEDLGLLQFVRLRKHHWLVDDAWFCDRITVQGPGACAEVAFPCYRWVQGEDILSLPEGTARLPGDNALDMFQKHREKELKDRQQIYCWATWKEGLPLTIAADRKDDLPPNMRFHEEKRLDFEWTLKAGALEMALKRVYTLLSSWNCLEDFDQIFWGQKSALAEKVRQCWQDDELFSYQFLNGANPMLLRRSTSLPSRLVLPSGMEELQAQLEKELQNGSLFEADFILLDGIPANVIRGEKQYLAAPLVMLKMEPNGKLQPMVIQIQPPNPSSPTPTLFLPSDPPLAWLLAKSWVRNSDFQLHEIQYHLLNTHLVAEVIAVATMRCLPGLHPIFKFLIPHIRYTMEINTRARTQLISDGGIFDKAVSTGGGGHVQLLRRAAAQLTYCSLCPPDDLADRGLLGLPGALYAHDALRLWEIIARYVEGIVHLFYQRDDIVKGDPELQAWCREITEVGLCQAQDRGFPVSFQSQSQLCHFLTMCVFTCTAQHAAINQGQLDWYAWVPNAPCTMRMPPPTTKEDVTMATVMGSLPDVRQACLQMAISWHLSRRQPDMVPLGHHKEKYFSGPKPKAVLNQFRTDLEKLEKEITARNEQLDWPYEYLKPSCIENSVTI
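Hydroperoxide product was detected by ferrous iron/xylenol orange as the 573 to 405 nm absorbance ratio. Arachidonic acid at 40 uM (final) was turned over for 30 min at room temperature by 150 nM human 12hLO, pH 7.0 Hepes buffer, after 15 min compound preincubation.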
An asterisk follows results filed as active; ? = inconclusive; [ ] = another dose, or the depositor's remark. % is scaled to controls: 0 for no effect and ±100 for the full control effect; potency is read from the fitted curve at half-maximal effect. A portion of the library; the hit share may differ from the screen's.

SMILES	12-LOX inh
CCCCNC(=O)c1ccc(CC)s1	-13%
CCC(=O)NCC(=O)N1CCCCCCNC(=O)CC1c1ccccc1 (configuration not stated)	24%
CCc1cc2c(=O)c(-c3ccc4c(c3)OCCCO4)coc2cc1OS(C)(=O)=O	-15%
CC(=O)N1CCN(c2nc3ncccc3o2)CC1	26%[176 µM]
O=Cc1cccn1C(Cc1ccccc1)C(=O)O (configuration not stated)	-3%
COc1ccc(-c2cc3n(n2)CC(C)(C(=O)NCc2ccccc2)N(Cc2ccco2)C3=O)cc1 (configuration not stated)	0%
Cc1onc(C(=O)N2CCC(CCOc3ccc(F)cc3)C2)c1Cn1cc(Cl)cn1 (configuration not stated)	0%
CN1CCC2(C1)CN(CC1CC1)c1ccc(C(=O)NC3CC3)cc12 (configuration not stated)	-16%[176 µM]
Cc1ccc(-c2cccc(C(=O)N3CC[C@](C)(O)[C@H](C)C3)c2)o1	8%
COc1cccc(Nc2nc(-c3ccccc3)cs2)c1	1µM*
COC(=O)CNC(=O)Cc1ccc(NC(=O)C2=COCC2)cc1	0%
CN(C)CCNC(=O)c1ccc(-c2nnc3ccc(NC(=O)C4CCC4)cn23)cc1	43%[activator]
CCOC(=O)[C@]12CCC=C1N(Cc1ccc(Cl)cc1Cl)C(=O)[C@H](CC(=O)NCc1cccc(C(F)(F)F)c1)C2	1%
CC(C)c1cnc(C2CCN(C(=O)OC(C)(C)C)CC2)[nH]1	2%[12.5 µM]
CN(C)C(=S)SCC(=O)NC(=O)NCc1ccccc1	1%
COc1ccc(CN2CCOc3ccc(CN4CCC(O)(c5cccnc5)CC4)cc3C2)cc1OC	10%
Cc1ccncc1-c1c(C)nn2c1N(Cc1cccc(OC(F)(F)F)c1)CCC2	-24%[176 µM]
COc1ccc(F)cc1CN1CCCC(CO)(CC2CC2)C1 (configuration not stated)	-4%
CC(=O)Nc1ccc(NC(=O)CN2C(=O)NC(c3ccccc3Cl)C3=C2COC3=O)cc1 (configuration not stated)	51%[activator]
COc1ccc(C(=O)N2C[C@@H](F)C[C@H]2C(=O)N2CCCCC2)c(C)c1	21%

SMILES	12-LOX inh
O=C(c1ccoc1)N1CCC(Nc2cccnc2)C1 (configuration not stated)	21%
Cc1c(C(=O)N2CCC(c3nc4ccccc4o3)CC2)oc2cc(Br)ccc12	?
COc1ccc(-c2cc(N3CCCC(NC(=O)Cc4cccc(F)c4)C3)n[nH]2)cc1 (configuration not stated)	55%[activator]
COc1ccc2c(c1)[C@@H](NC(=O)c1ccncc1)[C@@H]1Cc3ccccc3[C@H]21	-5%
O=C(NCC1CC2c3ccccc3C1c1ccccc12)c1cc[n+]([O-])cc1 (configuration not stated)	14%
CC(C)c1ccc(NC(=O)Cn2nc3ccc(S(=O)(=O)C(C)(C)C)nn3c2=O)cc1	?
O=C(c1ccc2cc[nH]c2c1)N1CCCC(Cc2noc(-c3cnccn3)n2)C1 (configuration not stated)	1%
CC(=O)N1CCN(C(=O)c2ccc3nc(C)c(C)nc3c2)CC1	-20%
CN1C[C@@H](NC(=O)c2ccc(C#N)cc2)C[C@H]1c1nc(-c2cncnc2)no1	4%[176 µM]
CCCc1noc(-c2ccn3c(CNC(=O)Cc4ccc(Cl)cc4)nnc3c2)n1	10%
CC(=O)c1cccc(C(C)=O)n1	-13%
O=C1COc2ccc(OCc3ccccc3)nc2CN1Cc1ccccc1F	0%[176 µM]
O=C(NC1CCCCC1)N[C@H]1CCN2C(=O)c3cc(-c4cccs4)ccc3NC(=O)[C@H]12	-9%
COc1ccc(CN(C)Cc2ccco2)cc1F	-52%
CCn1c2c(c(=O)n1Cc1ccccc1)CCN(C(=O)c1cccc(C#N)c1)C2	18%[176 µM]
CN(C)CCN(C)C(=O)c1ccc2c(c1)NC(C)(COc1ccc3[nH]ccc3c1)CO2 (configuration not stated)	?
Cc1ccc(N2CCN(C(=O)c3noc(-c4ccc5c(c4)OCO5)n3)CC2)c(C)c1	38%[activator]
O=C(Nc1ccc2c(c1)OCCO2)C(c1ccnc2ccccc12)n1c(=O)c(-c2ccco2)nc2ccccc21 (configuration not stated)	-14%
CCCNc1nc2c(c(=O)[nH]c(=O)n2C)n1CCO	35%[activator]
O=C(Nc1cccc(-c2nnc3n2CCCC3)c1)c1cccc(Cl)c1	21%

SMILES	12-LOX inh
CCCSc1ncc(Cl)c(C(=O)Nc2ccc(C)cc2C)n1	28%
C/C(=N/Nc1ccc(S(=O)(=O)Nc2ccccc2)cc1[N+](=O)[O-])c1ccccn1	?
CCCN(CC1CCOC1)C(=O)Nc1ccc(C(F)(F)F)cc1 (configuration not stated)	5%
COc1ccc(C(=O)N2CCC(c3nn(Cc4ccccc4)c(=O)[nH]3)CC2)cc1	63%[activator]
COc1cccc(S(=O)(=O)N2CCCN(S(=O)(=O)c3ccccc3)CCC(=O)NCC2)c1	-9%
CC(C)c1noc(CC2CCN(C(=O)c3ccsc3)CC2)n1	0%
C[C@@H]1CN(C(=O)CN2CCN(c3ncccn3)CC2)C[C@@]1(O)C1CCC1	56%[activator]
Cc1ccc(NC(=O)N2CCC(CCNC(=O)Cc3cccc(F)c3)CC2)cc1	8%
COc1ccc(CNc2cccnc2Cl)cc1	-29%
COc1ccc(C(=O)C(C)OC(=O)c2cc(C)nc3ccccc23)cc1 (configuration not stated)	-15%
CC(=O)c1c(C)[nH]c(C(=O)CSc2ccc(Br)cc2)c1C	7%
O=C(c1ccccc1C(F)(F)F)N1CCC(n2cnnc2C2CC2)CC1	56%[activator]
CC(=O)C(=Cc1ccc(-c2ccccc2)cc1)C(=O)c1ccccc1	-26%
Cc1cc(C)n2c(NC3CCCC3)c(-c3cc4ccccc4o3)nc2n1	?
CN(C)c1ncc2nc(-c3ccc(F)cc3)c(=O)n(C[C@H]3CCCO3)c2n1	?
N#Cc1cccnc1NCC(CO)Cc1ccccc1 (configuration not stated)	14%
Cn1nccc1-c1cc2c(ccn2C)c(C(=O)NCCc2cnc[nH]2)n1	42%[activator][176 µM]
COc1ccc(-c2noc(-c3cccn3CC(=O)Nc3ccccc3OC)n2)cc1F	?
CCCCCCCCCCCCC/C=C/[C@@H](O)[C@H](CO)N(C)C	1%[12.5 µM]
O=C(NCCc1cnc[nH]1)c1ccc2nc(-c3ccc(F)cc3)cn2c1	64%[activator]

SMILES	12-LOX inh
Clc1ccc(-c2noc(-c3ccncc3)n2)cc1	6%
CSc1ccc(/C=C/C(=O)c2ccc(N(C)C)cc2)cc1	-11%
O=C(C1CCOCC1)N1CCc2c(n(Cc3ccccc3)n(-c3ccccc3)c2=O)C1	1%[176 µM]
COc1cc(CC(=O)OCC(=O)Nc2ccccc2OC(F)F)cc(OC)c1OC	0%
CCCc1nc(NCc2nc(Cc3cccs3)no2)c2cnn(C)c2n1	-5%
O=C(C1=C(OC(=O)c2ccco2)c2ccccc2S(=O)(=O)N1Cc1ccccc1)c1ccccc1	-1%
Clc1ccc(-c2cnc([C@@H]3COCCN3C3CCC3)[nH]2)cc1	52%[activator][176 µM]
CCC(=O)N1CCC(c2noc(CO)n2)C1 (configuration not stated)	26%
O=C(Nc1ccc([N+](=O)[O-])cc1)OC1CCS(=O)(=O)C1 (configuration not stated)	21%
O=C(CC(F)(F)F)N1CCC(c2noc(-c3cccnc3)n2)C1 (configuration not stated)	2%
N#CCC(=O)Nc1ccccc1Oc1ccccc1	7%
Fc1ccc(Cc2noc(-c3nc(-c4ccccc4)no3)n2)cc1	21%
CCOc1ccc2nc(SCc3cccc(-c4ccccc4)c3C)sc2c1	14%
CCc1nc2c(c(-c3ccc(Cl)cc3)n1)CN(C(=O)c1ccc(C(F)(F)F)cc1)CC2	?
Cc1ccc(NC(=O)CN2c3ccccc3CC2C)c(Cl)c1 (configuration not stated)	-15%
C#CCNC(=O)c1cc2c(Br)ccc(Br)c2nc1N	?
O=C(C1=Cc2ccccc2OC1)N1CCN(S(=O)(=O)c2cccc(Cl)c2)CC1	?
Cc1cc(C(=O)NCC2Cn3cccc3C(=O)N2CC(C)C)n(C)n1 (configuration not stated)	6%
Fc1ccc(CNC(=S)NCc2ccccc2Br)cc1	?
COC(=O)C(C(=O)OC)C(c1ccc(Cl)cc1)C(C)C(=O)c1ccc(C)cc1 (configuration not stated)	8%

Sorted by heavy-atom count (high to low): some entries from above.
SMILES	12-LOX inh
CC(=O)Nc1ccc(NC(=O)CN2C(=O)NC(c3ccccc3Cl)C3=C2COC3=O)cc1 (configuration not stated)	51%[activator]
CN(C)CCN(C)C(=O)c1ccc2c(c1)NC(C)(COc1ccc3[nH]ccc3c1)CO2 (configuration not stated)	?
O=C(c1ccc2cc[nH]c2c1)N1CCCC(Cc2noc(-c3cnccn3)n2)C1 (configuration not stated)	1%
CN1CCC2(C1)CN(CC1CC1)c1ccc(C(=O)NC3CC3)cc12 (configuration not stated)	-16%[176 µM]
CC(C)c1noc(CC2CCN(C(=O)c3ccsc3)CC2)n1	0%
CC(=O)c1c(C)[nH]c(C(=O)CSc2ccc(Br)cc2)c1C	7%
CN(C)C(=S)SCC(=O)NC(=O)NCc1ccccc1	1%

Going on with the list.
SMILES	12-LOX inh
COc1ccc(C2Cn3nnc(C(=O)N4CCC(C(=O)NCc5ccccc5F)CC4)c3CO2)cc1 (configuration not stated)	28%
COc1ccc(-c2noc([C@@H]3C[C@H](NCc4ccc(N(C)C)cc4)CN3C)n2)cc1	2%[176 µM]
CN1CCCCC(NC(=O)CSc2ccccc2)C1=O (configuration not stated)	-10%
CCc1nccc(CN2CCC(c3nn(C)c(=O)n3CC)CC2)n1	40%
COc1ccc(OC2CN(S(=O)(=O)c3c(C)noc3C)C2)cc1	10%[6.33 µM]
Cc1c(CC=C(Cl)Cl)c(Cl)nc2c(C)cccc12	33%[activator]
O=c1[nH]nc(-c2ccco2)c2c1Nc1nnnn1C2c1ccccc1Cl (configuration not stated)	-4%
CC1=C(C(=O)Nc2cccc(C)c2C)C(c2ccc(C)cc2)NC(=O)N1 (configuration not stated)	?
C=CCO[C@@H]1CCN2C(=O)c3cc(-c4ccc(F)cc4F)ccc3NC(=O)[C@H]12	?
O=C1CC2CCCC(C1)N2C(=O)c1cncc(Br)c1	21%[176 µM]
COC(=O)C1CN(Cc2ccc(OC)cc2)CCS(=O)(=O)N1Cc1cn(Cc2ccc(F)cc2)nn1 (configuration not stated)	?
C#CCNC(=O)c1nc(-c2ccc(F)cc2)c2ccccn12	-6%[176 µM]
COc1ccc(S(=O)(=O)Oc2ccc3c(c2)O/C(=C\c2ccccc2)C3=O)cc1	-7%
Brc1ccc(-c2noc(-c3cccnc3)n2)o1	-28%
Cc1cc(C(=O)OCC(=O)NC(=O)NC(C)C)c2ccccc2n1	-2%
CCNC(=O)c1cccnc1OC1CCN(C(=O)Cc2cccc(Cl)c2)C1 (configuration not stated)	-3%
CCOc1ccc(-c2nc(CNC(=O)Nc3ccccc3Cl)c(C)o2)cc1	?
COc1ccc(CC(=O)Nc2cccc(NC(=O)C(C)n3cccn3)c2)cc1F (configuration not stated)	-2%
CCc1ccc(N2CC(c3ncon3)CC2=O)cc1 (configuration not stated)	12%
COc1ccc(CN2CCC[C@H]2c2nc(-c3cncnc3N)no2)cc1	8%[176 µM]

SMILES	12-LOX inh
N#Cc1ccc(NN)c([N+](=O)[O-])c1	?
O=C(N[C@@H]1CCC[C@@H]1C(=O)N1CCN(c2ncccn2)CC1)c1ccncc1	43%[activator]
N#Cc1c(N)c(C(=O)c2ccc3c(c2)OCCO3)n2c1CCC2	?
COc1ccc2nc(SCC(=O)Nc3ccccc3C(=O)Nc3ccc4c(c3)OCO4)[nH]c2c1	6%
Brc1ccc(COc2ccc(-n3cnnn3)cc2)cc1	-9%
Cc1ccc(NC(=O)Cn2cccc2-c2nc(-c3ccc(F)cc3)no2)cc1F	12%
COC(=O)[C@@]1(Cc2ccc(F)cc2)[C@H]2C(CC(=O)C(=O)N3CCCC3)C(=O)C[C@H]2CN1C(=O)c1ccccc1 (some centres not stated)	-26%
Cc1ccc(CNC(=O)c2cc(=O)c3ccc(C)c(C)c3o2)cc1	-9%
O=C(C1CCCC1)N1Cc2ccccc2CC2(CCN(Cc3ccncc3)CC2)C1	2%[6.33 µM]
CC#CCn1cc2c3c(cccc31)[C@H](CC(C)C)N[C@H](C(=O)NCc1cccs1)C2	23%[176 µM]
O=C(Nc1ccc(F)c(F)c1)C1CCCN(C(=O)Cc2cccc3ccccc23)C1 (configuration not stated)	-21%
COc1ccc2c(c1)CC/C(=C\c1ccccc1Br)C2=O	?
O=C(c1ccco1)N1CCN(C(=O)c2cc3c(s2)CN(C2CC2)C3)CC1	15%
CC(=O)c1ccc(NC(=O)Cc2ccc3c(c2)CCC3)cc1	?
O=C(Cc1ccsc1)NCCC1CCN(C(=O)Nc2cccc(F)c2)CC1	51%[activator]
O=C(CCN1CCC(c2ccccc2)C1)c1ccc2ccccc2c1 (configuration not stated)	16µM*
Cc1ccc([N+](=O)[O-])cc1N=C/C(Br)=C/c1ccccc1	-14%
CCCn1c(SCC(=O)Nc2ccc(C)c(F)c2)nc(O)cc1=O	?
Cn1ccc2c(C(=O)NCc3cccnc3)nc(-c3cnn(Cc4ccccc4)c3)cc21	2%[176 µM]
CCn1cc(S(=O)(=O)N2CCC3(CC2)CCC(O)(CN(C)C)CC3)cn1	67%[activator]
CCn1cc(S(=O)(=O)NCC2Cn3cccc3C(=O)N2CCOC)cn1 (configuration not stated)	35%[activator]
Cc1cccc(C)c1-c1nc(C(=O)N(C)C)n2ccccc12	27%[176 µM]
